From PubChem BioAssay
TEAD-YAP inh = TEAD-YAP interaction inhibition. HEK-TIYL cells, TEAD-Gal4/YAP UAS-luciferase luminescence. inhibition, % at 9.12 µM. 640,000 compounds, 1.4% hits. AID 1259422; in the data active = inhibition above about 32%;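 also: 0% = median of test compound wells and 100% = reference inhibitor wells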
GPR151 activ = human GPR151 activation | PathHunter beta-arrestin GPR151 cells, luminescence | AID 1508602 | activation, % at 11.2 µM | 650,000 compounds, 1% hits; in the data active = activation above about 4.9%;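 also: 0% = median of compound wells and 100% = cells with positive control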
Target sequence (Q8TDV0 whole entry, looked up): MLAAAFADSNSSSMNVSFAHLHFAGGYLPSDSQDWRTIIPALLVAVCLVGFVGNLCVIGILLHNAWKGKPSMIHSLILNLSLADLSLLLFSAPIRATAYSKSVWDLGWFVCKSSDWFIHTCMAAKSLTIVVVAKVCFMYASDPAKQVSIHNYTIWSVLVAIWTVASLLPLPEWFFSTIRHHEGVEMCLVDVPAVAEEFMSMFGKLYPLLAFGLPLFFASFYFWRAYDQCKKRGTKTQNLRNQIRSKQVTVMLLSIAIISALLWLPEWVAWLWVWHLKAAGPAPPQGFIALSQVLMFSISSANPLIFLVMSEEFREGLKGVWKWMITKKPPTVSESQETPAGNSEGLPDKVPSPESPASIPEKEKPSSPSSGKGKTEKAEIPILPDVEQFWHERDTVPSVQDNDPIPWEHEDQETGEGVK
MITF primary = inhibitors of human MITF; O75030; AlphaScreen MITF homodimerization, bead proximity signal; inhibition, % at 2.6 µM; 650,000 compounds, 0.91% hits; AID 1259374; in the data active = inhibition above about 50%;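 also: 0% = vehicle wells with protein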
Target sequence (O75030 whole entry, looked up): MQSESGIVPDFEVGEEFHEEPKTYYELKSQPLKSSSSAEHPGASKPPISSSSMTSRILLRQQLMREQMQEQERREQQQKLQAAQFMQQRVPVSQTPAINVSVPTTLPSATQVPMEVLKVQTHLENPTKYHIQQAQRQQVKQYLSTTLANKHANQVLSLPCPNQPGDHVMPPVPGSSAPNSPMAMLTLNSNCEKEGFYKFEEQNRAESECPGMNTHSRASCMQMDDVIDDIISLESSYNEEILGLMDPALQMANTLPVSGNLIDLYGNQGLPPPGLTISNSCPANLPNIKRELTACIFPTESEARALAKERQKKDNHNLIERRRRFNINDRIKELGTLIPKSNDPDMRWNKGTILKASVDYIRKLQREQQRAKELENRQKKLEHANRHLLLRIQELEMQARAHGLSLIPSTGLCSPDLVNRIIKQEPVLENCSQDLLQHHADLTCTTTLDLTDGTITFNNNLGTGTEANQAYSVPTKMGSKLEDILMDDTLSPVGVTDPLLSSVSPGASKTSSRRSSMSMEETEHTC
FBW7 act = human FBW7 E3 ligase activation, primary screen | Q969H0 | AlphaScreen FBW7–phospho-cyclin E peptide binding, activator screen | normalized activity (activation), % at 26.1 µM | 650,000 compounds, 0.13% hits | AID 1259310; in the data active = normalized activity above about 1.9%;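 also: purified mutant Fbw7 with reduced substrate affinity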
* hit, by the source's call; & = joins results of further samples.

structure	TEAD-YAP inh	GPR151 activ	MITF primary	FBW7 act
O=C(Nc1ccccc1[N+](=O)[O-])c1cncc(Br)c1	-3	1.3	8	-0.2
O=C(O)CNC(=O)/C(=C\c1ccco1)NC(=O)c1ccccc1Cl	-2	0.4	11	0.1
COc1ccc(/C=C2\C=C(c3ccccc3)N(c3ccc(O)cc3)C2=O)cc1Br	-4	1.3	19	-0.2
O=C(O)c1cccn1Cc1ccccc1Cl	4	0.5	2	-0.2
CCSc1ncccc1-c1nc2ccccc2[nH]1	-2	-0.5	5	-0.3
COc1ccccc1C(=O)N1CCN(c2nc3nonc3nc2N2CCCCC2)CC1	8	-1.0	-23	0.1
CCCc1nnc(NC(=O)C(CC)Sc2nnc(N)s2)s1 (centres undefined)	-4	0.3	-11	0.5
COc1ccc(-c2nc(C#N)c(N3CC(C)OC(C)C3)o2)cc1 (centres undefined)	3	1.5	1	-0.1
CCOC(=O)c1c(NC(=O)c2ccc(Cl)s2)sc2c1CCN(C(C)C)C2	-8	0.3	9	2.2*
COC(=O)c1ccc(C2C3=C(CC(c4ccc(C)cc4)CC3=O)Nc3ccccc3N2C(C)=O)cc1 (centres undefined)	15	6.6*	17	0.4
COC(=O)C1CCN(C(=O)c2ccc(Cl)cc2[N+](=O)[O-])CC1	-11	1.3	-15	0.0
COc1cc(OC)cc(-n2c(=O)c3sccc3n(CC(=O)c3ccc(F)cc3)c2=O)c1	10	0.9	-4	0.0
CCc1c(C(=O)O)[nH]c2ccc(F)cc12	1	-0.4	-2	-0.1
C#CCSc1nc2ccccc2c(=O)n1CC	12	-0.3	7	0.0
COc1ccnc(Nc2ccc(C)cc2)n1	-54	-1.6	-6	0.2
CC(C)(C)C(=O)CN(Cc1ccco1)S(=O)(=O)/C=C/c1ccccc1	-3	0.8	12	0.0
O=C(CCc1nc2cccnc2n1Cc1cccs1)NCc1ccccc1	-1	1.4	-10	0.1
c1ccc(-n2nnnc2CSc2nnnn2-c2ccccc2)cc1	-3	0.9	-3	0.9
O=CN1CCN(S(=O)(=O)c2ccc(F)cc2)CC1	-3	1.4	2	0.1
CC(=O)N1c2cc(C(c3ccccc3)(c3ccccc3)c3ccccc3)ccc2C(C)=CC1(C)C	-2	-0.7	1	-0.1

Single records, as listed above:
Listed for c1ccc(-n2nnnc2CSc2nnnn2-c2ccccc2)cc1 : TEAD-YAP inh: -3; GPR151 activ: 0.9; MITF primary: -3; FBW7 act: 0.9
Listed for COc1ccc(-c2nc(C#N)c(N3CC(C)OC(C)C3)o2)cc1 (centres undefined) : TEAD-YAP inh: 3; GPR151 activ: 1.5; MITF primary: 1; FBW7 act: -0.1

Compounds shown so far containing two or more sulfur atoms, in the order listed:
structure	TEAD-YAP inh	GPR151 activ	MITF primary	FBW7 act
CCCc1nnc(NC(=O)C(CC)Sc2nnc(N)s2)s1 (centres undefined)	-4	0.3	-11	0.5
CCOC(=O)c1c(NC(=O)c2ccc(Cl)s2)sc2c1CCN(C(C)C)C2	-8	0.3	9	2.2*

Later entries.
structure	TEAD-YAP inh	GPR151 activ	MITF primary	FBW7 act
O=C(O)/C=C/c1cc2cccc3c2n(c1=O)CCC3	3	-0.6	19	0.5
COc1ccc(-n2c(C)nnc2SCC(=O)Nc2ccc(C)c(C)c2)cc1	1	0.6	0	-0.1
Cc1ccc2oc(C(=O)NCc3ccc4c(c3)OCO4)c(C)c2c1	-5	0.8	12	0.1
CC(=O)c1cccc(N2Cc3ccccc3C2=NC(=O)c2ccco2)c1	-28	-0.3	-10	0.0
Cc1ccc2nc3c(c(Nc4cccc(O)c4)c2c1)CCC3	11	-1.1	0	0.0
COc1cccc(/C=C2\N=C(c3cccc(Br)c3)OC2=O)c1OC	0	0.9	-12	-0.1
COCCn1c(NC(=S)NC(=O)c2cccc(Br)c2)cc(=O)[nH]c1=O	-1	-1.3	-8	0.1
OCCCn1c(-c2ccc(Br)cc2)csc1=Nc1ccccc1	-22	0.6	23	-0.2
COc1ccc2c(c1)[nH]c1c(=O)n(CCCN3CCCCCC3)cnc12	-3	1.3	-1	0.1
COC(=O)C(C(c1ccc(Cl)cc1)c1c[nH]c2ccccc12)[N+](=O)[O-] (centres undefined)	0	0.5	-2	-0.2

Looked up one by one from the entries so far, 3 records:
structure	TEAD-YAP inh	GPR151 activ	MITF primary	FBW7 act
O=C(O)/C=C/c1cc2cccc3c2n(c1=O)CCC3	3	-0.6	19	0.5
COc1cccc(/C=C2\N=C(c3cccc(Br)c3)OC2=O)c1OC	0	0.9	-12	-0.1
COc1ccc2c(c1)[nH]c1c(=O)n(CCCN3CCCCCC3)cnc12	-3	1.3	-1	0.1

Following part:
structure	TEAD-YAP inh	GPR151 activ	MITF primary	FBW7 act
CCOc1ccc(C(C)C)cc1S(=O)(=O)Nc1ccc(Cl)cn1	-1	-0.4	-6	-0.2
CS(=O)(=O)N1CCN(C(=O)c2ccccc2[N+](=O)[O-])CC1	-4	1.3	-10	0.0
COc1ccccc1Oc1ccc(C(F)(F)F)cc1NC(=O)Cn1c2ccccc2c(=O)c2ccccc21	-3	2.4	-13	0.0
O=C(CSc1nc2ccccc2[nH]1)NC1CCCCC1	0	0.1	5	0.1
Cc1ccc(-c2cc(C(F)(F)F)n3nc(C(=O)N4CCN(Cc5ccccc5)CC4)cc3n2)cc1	5	-0.1	-5	-0.1
COc1ccc(/C=C2/N=C(c3ccccc3)NN(c3ccccc3)C2=O)cc1	-17	-0.2	-4	0.1
COC(=O)c1c(-c2ccccc2)csc1NC(=O)c1cccs1	-35	-0.5	0	0.2
CCC[C@@H]1NC(=O)[C@H]2CN(Cc3cn(C)nc3-c3ccccc3)CCN2C1=O	7	-1.4	15	0.1
COc1ccc2c(c1)c(CC(=O)NCc1ccccn1)c(C)n2C(=O)c1ccc(Cl)cc1	-6	0.6	0	-0.1
CCCCNS(=O)(=O)c1c(C)cc(C)cc1C	-16	-1.6	-6	0.7
CCCCN(CC)C(=O)NCc1noc2ccccc12	-2	0.2	-21	-0.1
COc1cccc(C(=O)/C=C(\C)Nc2ccc(C(=O)O)cc2)c1	-15	-0.7	23	0.1
Cn1cccc1Cc1nnc2n1CCCCC2	5	0.2	7	-0.2
OCCC1CN(Cc2cnn(-c3cccc(F)c3)c2)CCN1Cc1ccccc1 (centres undefined)	2	-0.5	2	-0.1
O=[N+]([O-])c1ccc(S(=O)(=O)NCCSCc2ccccc2Cl)cc1	0	-2.2	13	0.1
CN(C)c1ccc(/C=N/Nc2cn[nH]c(=O)n2)cc1	81*	-5.6	13	-0.5
Cc1ccc2c(c1)c1c(n2C)C(NC(N)=O)CCC1 (centres undefined)	2	0.0	-3	-0.5
O=C(NNC(=O)c1ccncc1)Nc1ccc([N+](=O)[O-])cc1	2	-1.0	15	0.3
CCC(c1nnnn1Cc1ccc2c(c1)OCO2)N1CCN(c2ccccc2F)CC1 (centres undefined)	6	0.6	-15	-0.4
CC[C@H](Cn1nc(-c2cccs2)ccc1=O)NC(=O)C1CCCCC1	3	0.9	-4	0.0
COC(=O)c1ccc(C2C(C#N)=C(N)Oc3n[nH]c(-c4ccc(Cl)s4)c32)cc1 (centres undefined)	-1	0.8	-4	-0.3
O=C1NC(=O)N(c2ccc(Cl)cc2)C(=O)/C1=C\C=C\c1ccco1	7	-0.4	12	0.2
COCc1cc(=O)[nH]c(Nc2nc3ccccc3o2)n1	0&18	-0.7&-1.7	65*	-1.2&-1.1
CCOc1ccc(C2C(C(=O)OC)=CN(Cc3ccc(OC)c(OC)c3)C=C2C(=O)OC)cc1	-24	2.7	-3	0.2
CCC(=O)N1CCN(c2nc3ccccc3s2)CC1	-49	-0.4	4	0.2
Cc1ccc(-n2ncc3c(Nc4c(C)cc(C)cc4C)ncnc32)c(C)c1	-7	2.1	1	-0.1
CCOC(=O)c1c(-c2ccccc2)oc2ccc(NS(=O)(=O)c3ccc(C)cc3C)cc12	12	0.1	-3	0.2
O=C(NC1CC1)c1ccc(CS(=O)(=O)c2ccc(Br)cc2)o1	-9	0.2	8	0.0
CCc1ccccc1NC(=O)CSc1nnc(-c2ccccc2N)n1CC	4	3.1	12	-0.1
CCOCCCNC(=O)c1nnc(Cc2ccc(F)cc2Cl)o1	-5	1.0	8	0.1
Clc1cccc(-n2ncc3c(NC4CC4)ncnc32)c1	-32	-1.4	-3	-0.1
COc1ccc(N(CC(N)=O)S(=O)(=O)c2ccccc2)cc1Cl	-4	0.0	-1	-0.1
Cc1nc2ccccc2c(=O)n1NC(=O)COc1ccccc1	8	0.5	4	-0.1
O=[N+]([O-])c1cccc(CSc2nc(NCCc3ccccc3)c3ccccc3n2)c1	-9	-2.3	-3	0.6
COc1cc2c(cc1OC)CN(Cn1c(NCCO)nc3ccccc31)CC2	0	1.5	1	0.1
CCOC(=O)C1CCCN(C(=O)Cc2c(C(=O)O)[nH]c3ccccc23)C1 (centres undefined)	-3	1.1	0	0.0
CCOc1ccc(-n2c(/C=C/c3cccc([N+](=O)[O-])c3)nc3ccccc3c2=O)cc1	14	-0.3	-28	0.0
O=C(Nc1nnc(C(c2ccccc2)c2ccccc2)s1)c1cccs1	-6	-0.5	0	0.0
CCCCOc1ccc(OCC(=O)N/N=C/c2ccccc2)cc1	-1	-0.3	-10	0.0
CCOc1cc(CNC2CCCC2)ccc1OCCO	11	0.6	4	0.2
CCCCC1CCC(C(=O)Nc2c3c(nn2-c2ccc(Cl)cc2)CSC3)CC1 (centres undefined)	6	0.1	4	0.1
CCOC(=O)CN(c1ccc(C)cc1)S(=O)(=O)c1cc(C)c2[nH]c(=O)cc(C)c2c1	-3	0.5	15	0.8
COc1ccc2c(Cl)c(C(=O)N3CCOCC3)sc2c1Cl	7	0.2	10	-0.1
Cc1nc2ccccc2c(=O)n1NC(=O)c1cc(-c2ccccc2)nc2ccccc12	-1	0.3	7	0.1
Nc1nncn1C(=O)COc1ccc(Cl)cc1	-5	0.7	-10	-0.1
Cc1cc(=O)[nH]c2nnc(SCC(=O)Nc3ccc4c(c3)OCO4)n12	5	-1.6	1	0.1
CCOC(=O)c1ccc(N2CCN(c3cccc(Cl)c3)CC2)c(NC(=O)Nc2ccc(OCC)cc2)c1	-3	-0.3	-7	0.1
CC(C)CNc1nccn2c(-c3cccc(C(=O)NCCO)c3)cnc12	9	-3.7	13	0.2
Cc1c(NC(=O)c2ccc3c(c2)C(=O)N(Cc2ccccc2)C3=O)cccc1C(=O)O	6	-1.2	-12	-0.1
COc1cc(C2C(C#N)=C(N)N(c3c(F)cccc3F)C3=C2C(=O)CCC3)ccc1O (centres undefined)	9	-0.6	-4	-0.1

Following part
structure	TEAD-YAP inh	GPR151 activ	MITF primary	FBW7 act
COc1ccc(CC(=O)Nc2ccc(S(=O)(=O)Nc3ccc(C)cc3)cc2)cc1	16	2.0	0	0.0
Cc1cc(C)cc(NC(=O)c2nccnc2CO)c1	2	-0.8	-1	0.0
CCc1ccc(CN2CCOc3ccc(CN4CCC(O)(c5cccnc5)CC4)cc3C2)o1	-6	-0.5	-3	-0.1
N/C(=N\OC(=O)c1cccc(I)c1)c1ccccn1	30	-2.0	4	-0.2
CCN(C(=O)C(C)(C)C)c1ccccc1	-9	0.5	3	-0.2
Cc1c(NC(=O)c2cnn3cccnc23)c(=O)n(-c2ccccc2)n1C	9	-1.4	5	-0.1
CC(=O)Nc1ccc(NC(=O)c2oc3cc(C)c(C)cc3c2C)cc1	-10	23*	1	-0.1
COc1ccc(-n2c(SCC(N)=O)nc3sc4c(c3c2=O)CC(C)(C)OC4)cc1	-2	0.4	-1	0.1
Cc1cccc(C(=O)Nc2sc(C(=O)N3CCCC3)c(C)c2C#N)c1	9	-0.1	9	1.4
CCCOc1cccc(C(=O)Nc2ccc(-c3nc4ncccc4o3)cc2)c1	3	-0.9	10	0.4
O=C1/C(=C/c2ccc(-c3cc([N+](=O)[O-])ccc3Cl)o2)Sc2ccccc21	-6	0.1	-3	-0.1
CCOc1ccc(-n2c(CNC(=O)c3cccc(C)c3)nnc2SCC(=O)N2N=C(c3cccs3)CC2c2ccc(OC)cc2)cc1 (centres undefined)	-1	-0.5	9	-0.1
Cc1ccc(C(=O)Nc2sc3c(c2C(=O)N2CCOCC2)CCC(C)C3)cc1 (centres undefined)	-9	0.3	3	0.6
N#CC1=C(N)Oc2cc(O)ccc2C1c1ccc(Cl)cc1 (centres undefined)	17	0.8	-4	-0.1
COc1ccc(CNC(=O)c2ccc(Cn3nnc4ccsc4c3=O)cc2)cc1	2	0.6	8	-0.1
O=C(NCc1ccc(Cl)cc1Cl)c1cccc([N+](=O)[O-])c1	1	3.6	-9	-0.2
O=C(COC(=O)C1CCCCC1)NC(=O)NCc1ccccc1	-2	0.2	1	-0.2
COc1cc2c(cc1OC)C(COc1ccccc1OC)N(C(=O)c1ccc(C)c(C)c1)CC2 (centres undefined)	6	2.7	8	0.0
Cc1cc2n(n1)C(c1ccsc1)Nc1ccccc1-2 (centres undefined)	-4	-0.5	17	0.7
